# Bioassay records from PubChem BioAssay.
# Dengue-2 NS5 capping – Dengue-2 NS5 methyltransferase inhibitors, primary screen, biochemical, confirmation dose response (AID 588689) | Dengue-2 NS5 methyltransferase capping enzyme assay, biochemical; higher % means a stronger effect | inhibition, % at 25 µM, or IC50 in µM where a hit was titrated | 0.3% of 340,000 active; in the data active means a potency from the dose series; inconclusive means inhibition above about 29% without an active follow-up result
# RSV CPE inhibition – inhibition of RSV-induced cytopathic effect – HEp-2 cells, primary 10 µM value included (AID 2391). HEp-2 cells, RSV-induced CPE inhibition; higher % means a stronger effect. CPE inhibition, % at 10 µM, or IC50 in µM where a hit was titrated. 0.13% of 310,000 active; in the data active means a potency from the dose series; inconclusive means CPE inhibition mostly from about 23% at the one dose, without a potency; inactive means the rest, 99 in 100 with CPE inhibition below about 21%; further: strong numbers were not always called active
# MgcRacGAP inhibition – MgcRacGAP GTPase-activating activity inhibitors, confirmation, biochemical, ADP Hunter fluorescence | MgcRacGAP-stimulated Rac1 GTP hydrolysis, ADP Hunter fluorescence; higher % means a stronger effect; GST-tagged Rac1 F28L mutant substrate | inhibition, % at 30 µM, or IC50 in µM where a hit was titrated | 0.6% of 340,000 active | AID 624330;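 active means first-screen hits whose inhibition reached a set limit at any dose in the follow-up dose series; inconclusive means inhibition above the set first-screen limit but never retested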;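 further: fluorescence reports GDP produced by GAP-driven GTP hydrolysis; strong numbers were not always called active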
# K1F lysis inhibition – inhibition of K1F phage lysis, E. coli UTI89, bacterial capsule biogenesis inhibitors, alamar blue (AID 488966) | 0.02% of 340,000 active | E. coli UTI89 K1F phage lysis, alamar blue, 2 h; higher % means a stronger effect | inhibition, % at 100 µM, or IC50 in µM where a hit was titrated;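 active means phage lysis inhibition, versus mean bacterial control, above a set limit; inconclusive means no clear call, values can overlap the other calls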;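 further: capsule biogenesis inhibitors block K1F phage lysis so surviving cells raise fluorescence; higher fluorescence means more inhibition of phage lysis; actives were called in the ten point dose series up to 300 µM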
# AID2073 – inhibitors of Mint1-CaV2.2 protein interaction, biochemical, HTRF (AID 2073) | 0.19% of 290,000 active | HTRF protein-protein interaction, Mint1-CaV2.2; higher % means a stronger effect | one-dose inhibition, % at 20 µM; IC50 in µM for titrated hits; in the data active means inhibition mostly above about 51%, no sharp cut-off; inconclusive means no clear call, values can overlap the other calls; inactive means mostly below about 53%; further: some results filed as inactive read as strong as hits
# SIAH1 antagonists – blockers of Siah-1 interaction with plectin peptide – biochemical, fluorescence polarization, rhodamine-plectin, uHTS, primary screen (AID 1817); Siah-1 / rhodamine-plectin peptide fluorescence polarization; higher % means a stronger effect; displacement, % at 20 µM, or IC50 in µM where a hit was titrated; 0.02% of 290,000 active;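 active means displacement of at least 50% at 20 µM, with a fluorescence ratio check between 0.3 and a set limit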;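 further: plate controls were Siah plus tracer with DMSO for no effect and tracer alone without Siah for full effect; strong numbers were not always called active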
# West Nile antiviral – inhibition of WNV-induced cytopathic effect – cell-based, CPE readout (AID 1621). West Nile virus-infected cells, CPE inhibition; higher % means a stronger effect. CPE inhibition, % at 10 µM, or IC50 in µM where a hit was titrated. 0.02% of 290,000 active; in the data active means a potency from the dose series; inconclusive means CPE inhibition mostly from about 3.7% at the one dose, without a potency; inactive means the rest, 99 in 100 with CPE inhibition below about 2.2%; further: strong numbers were not always called active
# Large T inhibition – TAg ATPase/helicase activity blockers – biochemical (AID 1903); SV40 large T antigen ATPase/helicase inhibition assay; higher % means a stronger effect; one-dose inhibition, % at 20 µM; IC50 in µM for titrated hits; 0.39% of 310,000 active; in the data active means a potency from the dose series; inconclusive means inhibition mostly from about 32% at the one dose, without a potency; inactive means the rest, 99 in 100 with inhibition below about 32%; further: strong numbers were not always called active
# NTR1 ag – agonists of NTR1, primary screen, imaging, U2OS cells, beta-arrestin-GFP, high content (AID 493036). P30989. NTR1-U2OS beta-arrestin-GFP spot imaging, agonist mode. activation, % at 20 µM. 0.17% of 330,000 active;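 active means activation at or above 40% of the spot to cytoplasm intensity ratio, with at least 20 cells analyzed; inconclusive means wells under 20 cells, flagged as cytotoxic or low count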;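 further: 0% = DMSO without peptide and 100% = 100 nM NTR1 peptide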
# Target sequence (P30989 whole entry, looked up): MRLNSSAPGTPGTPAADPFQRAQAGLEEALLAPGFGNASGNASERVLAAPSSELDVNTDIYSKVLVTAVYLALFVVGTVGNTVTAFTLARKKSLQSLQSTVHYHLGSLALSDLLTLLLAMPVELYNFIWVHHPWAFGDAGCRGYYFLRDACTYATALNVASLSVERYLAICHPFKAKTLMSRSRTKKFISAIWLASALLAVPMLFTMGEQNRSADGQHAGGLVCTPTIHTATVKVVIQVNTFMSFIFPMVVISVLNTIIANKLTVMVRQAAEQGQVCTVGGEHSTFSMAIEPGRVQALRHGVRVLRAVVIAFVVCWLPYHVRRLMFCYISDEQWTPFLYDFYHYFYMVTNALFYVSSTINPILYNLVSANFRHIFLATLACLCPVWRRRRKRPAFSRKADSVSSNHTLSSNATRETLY
# NTR1 ag cell count 20 µM – also measured in NTR1 ag; calls as there; cell count; measured here: cell count, cytotoxicity flag
# Dengue-2 NS5 capping pilot replicate – second read-out of Dengue-2 NS5 capping, no call of its own (marks repeat the call); inhibition, %; measured here: pilot screen replicate inhibition
# An asterisk follows results filed as active; u = inconclusive; x = no result given; [ ] = dose if it differs, or a comment.
SMILES,Dengue-2 NS5 capping,RSV CPE inhibition,MgcRacGAP inhibition,K1F lysis inhibition,AID2073,SIAH1 antagonists,West Nile antiviral,Large T inhibition,NTR1 ag,NTR1 ag cell count 20 µM,others
O=C(COC(=O)COc1ccccc1)NC1CCCc2ccccc21 (stereo unspecified),-7.2%,1.9%,1.4%,0.2%,8.0%,5.0%,0.8%,0.1%,0.1,83,
O=c1cc(CN2CCN(S(=O)(=O)c3ccccc3[N+](=O)[O-])CC2)nc2sccn12,-9.3%,2.9%,8.8%,-0.1%,-5.0%,5.6%,0.4%,5.8%,-1.1,44,
CCOC(=O)/C(C#N)=C1\Nc2ccccc2N=C1N(CC(C)C)CC(C)C,-7.7%,u,-1.3%,-0.2%,2.6%,-5.2%,-0.2%,-0.8%,4.3,42,
Cc1ccc(-c2csc(NC(=O)c3cccs3)n2)cc1,-10.1%,u,7.9%,0.4%,10.8%,-1.0%,-0.3%,6.9%,10.4,82,
COc1ccc(S(=O)(=O)N2CCOCC2)cc1C(=O)NC1CCCCCC1,3.4%,1.1%,2.7%,0.8%[50 µM],x,x,x,x,-1.7,52,
COC(=O)c1c(NS(=O)(=O)c2ccc3ccccc3c2)sc2c1CCCC2,7.3%,3.5%,5.5%,-1.3%,-2.4%,0.8%,0.2%,10.9%,5.7,77,
CSc1c(CC(=O)Nc2ccccc2Cl)n(Cc2ccccc2)c2ccccc12,x,6.0%,10.6%,0.7%,-2.1%,3.0%,-0.1%,-3.1%,1.3,66,
COc1ccc(/C=N/NC(=O)C2(C)NC(C)(C)Cc3ccccc32)cc1 (stereo unspecified),-2.9%,1.9%,6.2%,0.5%,-0.3%,14.7%,-0.2%,2.9%,-1.3,73,
CC1(C)C(=O)NCCN1C(=O)CCCC(=O)O,-6.5%,1.5%,1.0%,-0.1%,6.5%,-1.5%,-0.8%,2.1%,6.2,60,
CC1(C(=O)OCC(=O)Nc2ccc(S(=O)(=O)N3CCOCC3)cc2)CC1(Cl)Cl (stereo unspecified),-2.3%,x,2.2%,-1.3%,x,x,x,x,2.3,51,
CC1=C(C(=O)Nc2cccc(C)n2)C(c2ccc3c(c2)OCO3)C2=C(CC(c3ccco3)CC2=O)N1 (stereo unspecified),-2.1%,x,-0.2%,0.5%,17.6%,-6.4%,-0.4%,5.5%,x,x,
CC(C)(C)c1ccc(Oc2ccc(N)cn2)cc1,x,-0.9%,x,x,2.2%,-3.0%,-0.1%,6.6%,1.2,64,
O=C(c1ccco1)N(Cc1cc2ccccc2[nH]c1=O)C1CCCCC1,-0.5%,2.5%,19.1%,-0.3%,5.3%,1.3%,0.1%,-1.3%,0.5,24,
CCN(CC)S(=O)(=O)c1ccc(N2CCOCC2)c(NC(=O)Cc2ccc(Cl)cc2)c1,0.0%,5.8%,5.9%,0.2%,6.4%,4.2%,0.2%,0.8%,-0.5,80,
COC(=O)[C@]1(C)N[C@H](CN(C)S(=O)(=O)c2ccc(-c3ccccc3)cc2)[C@@H]2C(=O)N(C)C(=O)[C@@H]21,-4.3%,x,2.1%,-0.4%,x,x,x,x,0.5,75,Dengue-2 NS5 capping pilot replicate=3.0
CCc1ccccc1NC(=O)CC(c1ccc(OC)cc1)n1cccc1 (stereo unspecified),2.6%,2.9%,3.8%,0.3%[50 µM],2.4%,0.7%,-0.8%,6.3%,0.0,49,
CCC(Sc1nc2ncnc(N)c2[nH]1)C(=O)O (stereo unspecified),0.7%,-0.9%,9.3%,-1.5%,6.3%,9.3%,0.2%,15.6%,-0.8,60,
Cc1nc(CSc2ccc(Cl)cc2)cc(N2CC(C)OC(C)C2)n1 (stereo unspecified),-1.6%,-2.0%,5.1%,1.0%,-17.6%,1.9%,-0.2%,7.8%,0.7,49,
CN(C(=O)C1CCCN(c2ncnc3c2nc2n3CCCCC2)C1)c1cccc(Cl)c1 (stereo unspecified),-8.8%,4.1%,1.2%,-0.6%,7.8%,-3.6%,1.5%,5.7%,2.1,52,
OCC1(CCOc2ccccc2)CCN(Cc2cn[nH]c2-c2ccc(F)cc2)CC1,0.8%,-2.5%,13.9%,0.3%,5.9%,1.2%,-0.2%,7.5%,1.8,73,
COc1cccc(-c2cccc(NC(=O)C3CCN(C4CCC4)CC3)c2)c1,-5.3%,0.9%,9.7%,0.6%,2.6%,1.4%,-0.3%,26.7%,0.4,73,
Cn1c(N)c(C(=O)COC(=O)c2ccnc3ccccc23)c(=O)n(C)c1=O,6.0%,2.6%,3.1%,2.1%,8.8%,-1.3%,0.3%,7.5%,1.2,76,
CCN(CC)c1ccc2cc(C(=O)NNC(=O)c3ccc(S(=O)(=O)N4CCCCC4)cc3)c(=O)oc2c1,u,0.8%,3.7%,1.1%,8.7%,-2.2%,-0.9%,-36.4%,x,x,
COc1cc(O)c(C(CC(=O)N2CCN(c3ccccc3)CC2)c2ccc(N(C)C)cc2)c(OC)c1 (stereo unspecified),2.0%,1.1%,11.7%,0.3%,-12.2%,0.2%,-1.0%,16.0%,-2.5,100,
O=C(CSc1nncs1)NC1CCCCCCC1,-7.3%,-0.5%,1.6%,0.6%[50 µM],x,x,x,x,-2.4,44,
Cc1cc(C)cc(Nc2cc(=O)n(C3CCCCC3)c(=O)[nH]2)c1,3.8%,-0.5%,8.8%,0.7%,25.6%,-3.0%,-0.1%,19.7%,1.9,37,
CS(=O)(=O)Nc1cccc(C2=NN(C(=O)c3ccco3)C(c3cccs3)C2)c1 (stereo unspecified),-11.7%,6.8%,3.5%,-0.3%,9.2%,-4.8%,-0.5%,12.0%,0.3,61,
CCOC(=O)c1cc(-c2ccccc2)nc2nc(N(CC)CC)sc12,-9.8%,u,4.9%,-0.1%,13.4%,2.3%,0.4%,9.8%,10.0,49,
O=C(CCn1c(=O)c2ccccc2n(CC(=O)NCCC2=CCCCC2)c1=O)NCc1ccco1,-6.8%,0.8%,12.7%,0.1%,3.7%,-0.3%,0.0%,33.4%,-0.1,70,
CCOc1ccccc1NC(=O)c1ccc(OCC(=O)N2CCOCC2)c(OC)c1,-3.0%,x,1.1%,0.2%[50 µM],x,x,x,x,-1.1,52,
Cc1c(C(=O)NC(Cc2ccccc2)c2nc3ccccc3[nH]2)cccc1[N+](=O)[O-] (stereo unspecified),-2.7%,-1.4%,0.1%,1.1%,-1.0%,1.9%,-0.6%,5.5%,0.2,88,
Cn1nnnc1SCC(=O)NC(=O)NCc1ccccc1,4.0%,1.4%,5.8%,-0.6%,1.4%,-5.1%,-0.9%,3.4%,-0.4,71,
CN(C)/C=C/C(=O)c1ccc(Cl)cc1Cl,-3.7%,-0.6%,2.0%,-1.1%,-5.6%,9.1%,1.0%,23.0%,-0.1,40,
CCOc1ccc(NC(=O)C2C3C=CC4(O3)C2C(=O)N(Cc2cccnc2)C4C(=O)NC2CCCCC2)cc1 (stereo unspecified),-1.7%,2.1%,4.7%,-0.2%,5.9%,2.4%,-1.1%,6.5%,-1.0,51,
CCOC(=O)N1CCC(NC(=O)c2csc3c2CCCC3)CC1,2.1%,1.0%,4.4%,0.4%,6.3%,-4.2%,-0.1%,5.3%,1.4,74,
CCOc1ccc(NC(=O)NC(=O)N(C(C)C)S(C)(=O)=O)cc1,-2.2%,2.9%,4.8%,2.0%,1.6%,1.2%,-0.6%,0.1%,-1.9,147,
CCn1c(SCC(=O)NC2CC2)nnc1C(C)Oc1ccccc1 (stereo unspecified),0.0%,1.5%,9.9%,1.5%[50 µM],-8.7%,-0.4%,0.4%,9.8%,-0.5,63,
Cc1ccc2oc(C(=O)N(Cc3ccccc3)C3CCS(=O)(=O)C3)c(C)c2c1 (stereo unspecified),-0.7%,x,9.2%,0.1%,7.1%,1.5%,-0.6%,x,2.1,65,
CC(=O)NCc1ccc(C(=O)CCl)cc1,-2.3%,-2.6%,2.2%,0.2%,1.9%,2.5%,-0.5%,-1.3%,1.0,33,
COc1cc(OC)cc(C(=O)Nc2cccc(NC(=O)c3ccccc3)c2)c1,-6.5%,5.9%,2.6%,0.5%,16.8%,4.2%,-1.0%,12.3%,-1.2,72,
COC(=O)C(N)CCCCN (stereo unspecified),-4.3%,0.6%,5.0%,2.6%,x,x,0.2%,x,1.8,85,
CC(=O)c1cc2c(cc1NC(=O)Cn1nc(C)c(C)c(C#N)c1=O)OCO2,2.2%,-0.1%,10.5%,0.8%[50 µM],x,x,x,8.5%,0.8,61,
CCN(Cc1ccccc1)S(=O)(=O)c1c(C)[nH]c(C)c1C(=O)N1CCCCC1,-1.8%,2.0%,15.8%,0.2%,-5.6%,9.4%,-0.7%,3.5%,2.6,45,
CC(C)(C)OC(=O)N1CCC(c2c(C(=O)NCC3CCN(C4CCCC4)C3)cnn2-c2cccc(Cl)c2)CC1 (stereo unspecified),-6.3%,1.2%,8.4%,0.1%,4.2%,-0.7%,-0.1%,5.2%,1.6,60,
Nc1cc(Cl)nc(N/N=C/c2c(O)ccc3ccccc23)n1,3.8%,20.3%,8.6%,-0.5%[50 µM],-1.1%,-10.0%,u,23.1%,15.1,70,
COc1ccc(NC(=O)CN2C(=O)NC(C)(c3ccc(C)cc3)C2=O)cn1 (stereo unspecified),-7.0%,0.5%,5.2%,0.7%[50 µM],x,x,x,x,0.0,61,
CCCCOC(=O)CSc1nc(N)c(C#N)c(-c2ccc(OC)cc2)c1C#N,5.6%,0.9%,-1.8%,1.7%,33.1%,0.5%,0.2%,8.4%,-3.3,76,
CC(=O)c1cc(CN2CCN(C(C)C)C(CCO)C2)cs1 (stereo unspecified),3.0%,-0.6%,11.7%,0.4%,9.2%,5.0%,0.6%,10.7%,-0.5,58,
Cc1cc(F)ccc1NC(=O)C(C)n1c2ccccc2c2nc(=O)cc(C)n21 (stereo unspecified),-8.7%,0.4%,6.4%,-0.1%,6.1%,2.8%,-0.8%,7.0%,0.6,75,
CCOC(=O)COc1ccc(S(=O)(=O)N2CCc3ccccc3C2)cc1,-2.0%,-0.4%,1.9%,4.1%,2.9%,5.3%,0.7%,-5.2%,5.7,51,
CCC1CCCCN1CCCNS(=O)(=O)c1ccc2c(c1)oc(=O)n2C (stereo unspecified),-9.3%,-0.4%,7.2%,0.4%,7.3%,1.9%,0.9%,26.2%,-2.6,58,
CC/C(=N\O)c1ccc(OC)c(OC)c1,x,11.0%,8.0%,0.4%,-0.1%,-0.2%,0.4%,-2.6%,0.7,50,
Cn1c(=O)c(C(=O)CN2CCCc3ccccc32)c(N)n(Cc2ccccc2)c1=O,-1.6%,9.2%,10.4%,3.8%,8.5%,-1.7%,0.3%,9.0%,-1.4,65,

# Hits appear at their usual frequency; any-hit rate near 1.6%.
